From PubChem
Pin1 inhibitor: inhibitors of human Pin1 | Potency, µM (series often up to 115 µM), for inactives: at the highest dose activity, negative = inhibition, hits mostly inhibitors | 0.009% of 390,000 active | Q13526 | Pin1 FP peptide displacement, HiFluor488, 10 min; active = well fitted inhibition curve with a large enough effect in the polarisation, with a control signal flat, not every such curve was filed as active; inconclusive = small, poorly fitted or top-dose-only effect, or effect the other way, or a change in a side signal; inactive = no such curve, though single readings can be large or run the other way; the % refers to the polarisation; note: potency is the fitted concentration of half-maximal effect; % is set by controls: 0 for no effect and ±100 for the full control effect
mIDH1 inhibitor: blocks human mutant IDH1 R132H enzyme; IDH1-R132H enzyme, NADPH consumption, diaphorase/resazurin fluorescence; Potency, µM (top dose mostly 76.6 µM), inactives show at the top dose activity change, negative = inhibition, hits mostly inhibitors; 0.093% of 390,000 active; note: potency is the fitted concentration of half-maximal effect; % is set by controls: 0 for no effect and ±100 for the full control effect; nearly all actives have a fitted effect of over 65% in size
Target sequence (O75874 whole entry R132H, stated change not applied): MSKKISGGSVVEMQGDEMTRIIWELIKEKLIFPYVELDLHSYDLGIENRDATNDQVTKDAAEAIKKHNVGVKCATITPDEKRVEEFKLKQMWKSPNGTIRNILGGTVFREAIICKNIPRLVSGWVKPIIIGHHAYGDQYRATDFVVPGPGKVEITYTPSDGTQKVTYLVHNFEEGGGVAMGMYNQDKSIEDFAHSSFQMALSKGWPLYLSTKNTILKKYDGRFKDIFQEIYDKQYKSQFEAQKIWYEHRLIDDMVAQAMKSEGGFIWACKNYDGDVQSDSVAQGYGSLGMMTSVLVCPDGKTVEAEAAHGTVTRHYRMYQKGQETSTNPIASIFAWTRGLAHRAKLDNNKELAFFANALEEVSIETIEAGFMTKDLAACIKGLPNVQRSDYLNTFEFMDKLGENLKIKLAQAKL
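IDH1-R132H (0.5 ug/mL) preincubated 30 min with compound, then NADPH (0.016 mM) and alpha-KG (2 mM) added; 80 min at RT, pH 7.5. Remaining NADPH coupled via diaphorase/resazurin to fluorescence (540/590 nm); concentration-response curves normalized to no-enzyme control.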
HP1b binding inh: inhibitors of HP1-beta chromodomain binding to methylated histone tails | 0.56% of 390,000 active | P83916 | AID 540317 | AlphaScreen HP1-beta / biotin-H3K9me3 peptide binding | Potency, µM (series often up to 114 µM), for inactives: top-dose activity change, negative = inhibition, most hits filed as inhibitors; note: potency is the fitted concentration of half-maximal effect; nearly all actives have a fitted effect of over 70% in size; inactives centre near 23
Target sequence (P83916 whole entry, looked up): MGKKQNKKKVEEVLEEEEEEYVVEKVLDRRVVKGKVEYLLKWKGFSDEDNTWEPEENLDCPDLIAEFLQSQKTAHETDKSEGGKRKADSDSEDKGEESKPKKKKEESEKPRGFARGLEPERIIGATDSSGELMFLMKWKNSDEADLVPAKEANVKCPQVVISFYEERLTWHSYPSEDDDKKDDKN
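Compound inhibition of the preformed complex between 50 nM HP1-beta and 50 nM biotinylated H3K9me3 peptide was read by AlphaScreen. Buffer was PBS pH 7.4 with 0.01% Tween-20. Incubations ran 30 min at room temperature, with 10 ug/mL donor/acceptor beads.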
PGK inhibitor: inhibitors of T. brucei phosphoglycerate kinase; P07378; PGK/GAPDH coupled, Kinase-Glo luminescence, 60 min; Potency, µM (highest dose often 57.5 µM), for inactives: top-dose activity change, negative = inhibition, hits mostly inhibitors; 0.043% of 380,000 active; AID 602233; note: potency is the fitted concentration of half-maximal effect; % is set by controls: 0 for no effect and ±100 for the full control effect; nearly all actives have a fitted effect of over 60% in size
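Luminescent ATP detection (Kinase-Glo Plus) follows a 60-minute room-temperature incubation, with wells lacking PGK as controls. Buffer: 100 mM TEA (pH 7.6), 5 mM MgCl2, 0.01% Tween-20. Coupling enzyme GAPDH (100 nM final) supplies unstable 1,3-BPG in-well.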
GLS inh: inhibitors of human glutaminase (GLS). 0.21% of 410,000 active. O94925. GLS enzymatic activity, qHTS titration. Potency, µM (highest dose often 45.5 µM), for inactives: at the top dose activity change, negative = inhibition, usual class: inhibitors. AID 624170; note: potency is the fitted concentration of half-maximal effect; % is set by controls: 0 for no effect and ±100 for the full control effect
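hKGA in 45 mM KH2PO4 pH 8.2, 0.02% Tween-20 with pin-transferred compounds; 1 mM L-glutamine (stock) plus glutamate oxidase/HRP/Amplex Red coupling added. Fluorescence read initially and after 30 min at RT.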
TrxR1 substrate: substrates of rat thioredoxin reductase 1; 0.01% of 390,000 active; AID 588456; Potency, µM (highest dose often 114 µM), for the others: at the highest dose activity change, negative = substrate turnover; O89049; purified TrxR1 substrate turnover, NADPH consumption readout; note: potency is the fitted concentration of half-maximal effect; % is set by controls: 0 for no effect and ±100 for the full control effect; nearly all actives have a fitted effect of over 50% in size
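Rat TrxR1, dispensed at 90 nM, was prereduced with 400 uM NADPH (final) for 5 min at ~22 deg C, then incubated with compound 15 min before 400 uM selenite. A first-read NADPH fluorescence drop versus no-compound background flagged substrates.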
PI4K2A block: PI4K2A (human) kinase inhibition; purified PI4K2A, ADP-Glo luminescence, 1 h; stronger effect = lower value; activity change, negative = inhibition, % at 76.9 µM; 0.13% of 420,000 active; AID 1346378; in the data active = activity change below about -50%; inconclusive = mostly about -30% to -49%;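 note: -100% = wells without enzyme as full effect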
Target sequence (Q9BTU6 whole entry, looked up): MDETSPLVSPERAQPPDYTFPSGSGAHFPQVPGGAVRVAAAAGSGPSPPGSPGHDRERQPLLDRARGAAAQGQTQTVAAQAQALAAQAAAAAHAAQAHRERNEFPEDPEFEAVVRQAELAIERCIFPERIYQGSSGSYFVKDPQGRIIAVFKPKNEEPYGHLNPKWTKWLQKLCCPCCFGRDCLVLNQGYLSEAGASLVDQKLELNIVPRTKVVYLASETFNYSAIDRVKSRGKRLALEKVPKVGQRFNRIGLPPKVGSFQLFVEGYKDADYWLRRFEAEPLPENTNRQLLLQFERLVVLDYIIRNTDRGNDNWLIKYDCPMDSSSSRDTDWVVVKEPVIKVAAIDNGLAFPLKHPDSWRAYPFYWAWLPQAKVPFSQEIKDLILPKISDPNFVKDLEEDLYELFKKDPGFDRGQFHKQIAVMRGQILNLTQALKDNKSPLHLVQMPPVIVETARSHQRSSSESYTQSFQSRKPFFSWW
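In this quantitative HTS, ADP production by PI4K2A was quantified luminescently after 1 h at ambient temperature; 100 microM adenosine served as plate-quality control.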
rTrxR1 inhibitor: rat TrxR1 inhibition. O89049. recombinant rTrxR1, NADPH fluorescence consumption, selenite substrate. Potency, µM (titrated, usually from 114 µM), for inactives: at the top dose activity change, negative = inhibition, hits mostly inhibitors. 1% of 390,000 active; note: potency is the fitted concentration of half-maximal effect; % is set by controls: 0 for no effect and ±100 for the full control effect; nearly all actives have a fitted effect of over 65% in size
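Rat TrxR1 (90 nM in the dispensed reagent) was pre-reduced with 400 uM NADPH for 5 min at room temperature, then incubated with compound for 15 min. After 400 uM selenite was added, NADPH fluorescence (Ex 340/Em 450 nm) was followed for 8 min.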
USP1 inh: inhibitors of human USP1/UAF1 deubiquitinase. 0.23% of 390,000 active. recombinant USP1/UAF1, Ub-Rhodamine cleavage fluorescence. Potency, µM (highest dose often 57.1 µM), for inactives: top-dose activity change, negative = inhibition, most hits filed as inhibitors. AID 743255; note: potency is the fitted concentration of half-maximal effect; % is set by controls: 0 for no effect and ±100 for the full control effect; nearly all actives have a fitted effect of over 60% in size; inactives centre near -12
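High-throughput fluorogenic screen: 1nM USP1/UAF1 complex, Ub-Rho substrate 150nM final, 50mM HEPES pH 7.8 with 0.5mM EDTA, 0.1 mg/ml BSA, 1mM TCEP and 0.01% Tween-20.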
Numbers without * were called inactive; i = inactive; ? = inconclusive; · = no result given; & = joins results of further samples; [ ] = another dose, or the depositor's remark. Unless noted, calls come from the whole dose curve; as a rule, active = well fitted curve in the direction sought with a large enough effect; inconclusive = small, poorly fitted or top-dose-only effect, or another doubt; inactive = no such curve, though single readings can be large; an effect the other way counts as inactive or inconclusive. The list is partial; count on the stated rates, not on these rows.

| canonical_smiles | Pin1 inhibitor | mIDH1 inhibitor | HP1b binding inh | PGK inhibitor | GLS inh | TrxR1 substrate | PI4K2A block | rTrxR1 inhibitor | USP1 inh |
| --- | --- | --- | --- | --- | --- | --- | --- | --- | --- |
| O=C(NCCCN1CCCC1=O)C1CCN(S(=O)(=O)N2CCOCC2)CC1 | -2% | -1% | 7% | -1% | 4% | -11% | -3 | -17% | 0% |
| Cc1nn2c(=O)cc(COC(=O)C(c3ccccc3)c3ccccc3)nc2s1 | 4% | 5% | 9% | -5% | 6% | 0%[57.1 µM] | 2 | 17%[57.1 µM] | -17% |
| Cc1ccccc1C(=O)Nc1nnc(SCC(=O)NC2CC2)s1 | -7% | 14% | 33% | -9% | -2% | 0% | -6 | 18% | -23% |
| CCNC(=O)c1c(NC(=O)Cc2coc3ccc(CC)cc23)sc2c1CCCC2 | 5% | -12% | 36% | 9% | -1% | 4% | 0 | 12% | -23% |
| CCOC1=CC(=O)OC(c2ccccc2)C1 (stereo unspecified) | 0% | 5% | -5% | i | -14% | -5%[57.1 µM] | -5 | 19% | -5% |
| O=C(Nc1cc2c(cc1Cl)OCCCO2)c1ccco1 | -6% | 6% | 42% | -5% | -12% | 0% | 0 | 4% | -15% |
| Oc1ccccc1N1CCN(C(c2ccccc2)c2ccccc2)CC1 | 2% | -3% | 14% | -7% | -10% | 5% | -2 | 15% | -10% |
| Cn1c(=O)c(=O)n(C)c2cc(S(=O)(=O)NCCc3ccccc3)ccc21 | 0% | -6% | 27% | -6% | 1% | 8% | -1 | 7% | -22% |
| COc1cccc(-n2nnnc2SCC(=O)NCc2ccc3c(c2)OCO3)c1 | -4% | 0% | 44%[activator] | 4% | -6% | -1% | 0 | 16% | ? |
| O=C(NNC(=O)c1cccc(Br)c1)Nc1ccc(Cl)cc1 | -1% | 2% | ? | 5% | -14% | 6%[57.1 µM] | 2 | 46% | -3% |
| Cc1nn(CCC#N)c2nc(-c3ccccc3)cc(C(F)(F)F)c12 | -1% | 8% | 37% | -6% | -9% | 14% | 5 | 14% | -25% |
| O=C(CCS(=O)(=O)c1nc(-c2cccs2)cc(C(F)(F)F)n1)Nc1ccc(OC(F)(F)F)cc1 | -1% | ? | 23% | -21% | 6% | 6% | -68* | -3% | 14µM* |
| O=C(CN(C(=O)CCC(=O)Nc1nccs1)c1cccc(F)c1)NCC1CCCO1 (stereo unspecified) | 4% | 2% | 17% | 1% | 7% | 13%[57.1 µM] | 0 | 21% | -12% |
| CC(C)c1ccc(C2(C)NC(=O)N(CC(=O)NC3(C#N)CCCC3)C2=O)cc1 (stereo unspecified) | -2% | 1% | 32% | 2% | 8% | 7% | 4 | 8% | -4% |
| CCOc1ccc(CC(=O)NC2CC(C)(C)N(C)C(C)(C)C2)cc1OCC | 0% | 2% | 43%[activator] | 0% | -1% | 6% | 1 | 29% | -27% |
| CCC1(c2ccccc2)NC(=O)N(CC(=O)Nc2ccc3c(C)cc(=O)oc3c2)C1=O (stereo unspecified) | 11% | 3% | 9% | -9% | 0% | 244%[activator] | 0 | -15% | -25% |
| Cn1cccc1/C=C1\SC(=S)N(Nc2ccccc2)C1=O | ? | 0% | ? | -4% | 3% | -11% | 0 | -1% | 44%[activator] |
| CCOC(=O)c1scc(-c2ccc(C)cc2)c1S(=O)(=O)Nc1cccc(CC)c1 | 0% | 0% | 5% | -2% | 11% | 3%[57.1 µM] | 1 | 32%[57.1 µM] | -1% |
| Cc1cc(C)n(-c2nc(N(C)C)nc(N(C)C)n2)n1 | 1%&-12% | -3% | 25%[57 µM] | · | 3% | -4%&8% | 6 | -13%&18% | -5% |
| CN(C)c1ccc(NC(=O)Cn2c(SCc3ccc(F)cc3)nc3cccnc32)cc1 | 0% | -2% | 3% | 10% | 5% | -3%[57.1 µM] | -13 | 10%[57.1 µM] | -15% |
| Cn1c(-c2sc3ccccc3c2Cl)n[nH]c1=S | -9% | 5% | -27% | i | 2% | -7% | 0 | -34% | -11% |
| COc1ccc(/C(O)=C2/C(=O)C(=O)N(c3ccccn3)C2c2ccc(OC)cc2)cc1 (stereo unspecified) | 3% | -18% | 20% | 0% | 2% | -10% | -10 | -8% | -5% |
| COc1cccc(C(c2sc3nc(-c4ccco4)nn3c2O)N2CCCC2)c1 (stereo unspecified) | 1% | -4% | 18% | 9% | -7% | -2%[57.1 µM] | 35 | 14%[57.1 µM] | ? |
| COc1cc(NC(=O)c2ccccc2)c(OC)cc1NC(=O)CSc1[nH]c(=O)cc(C)c1C#N | ? | -15% | 10% | 5% | -14% | -3% | 1 | -3% | -29% |
| Cc1ccc(OCCCNC2CCCC2)cc1 | -9% | -2% | -20% | 1% | 1% | 0% | -1 | 6% | -9% |
| Cc1ccc(-c2csc(CC(N)=O)n2)cc1 | -2% | -7% | 30% | 0% | -1% | 0%[11.4 µM] | -9 | 8%[11.4 µM] | -14% |
| CN(CC(=O)Nc1ccccc1C(=O)N1CCCC1)S(=O)(=O)c1ccc(Cl)cc1 | -1% | 3% | 25% | i | 1% | 1% | -1 | 19% | -8% |
| O=C(Nc1nccs1)C1CCN(S(=O)(=O)c2cnc[nH]2)CC1 | -27% | -1% | 24% | 4% | 21% | 5% | -4 | 15% | -6% |
| CC(C)(C)C(=O)COC(=O)C1CC(=O)N(c2ccccc2)C1 (stereo unspecified) | 4% | 3% | 35% | i | -14% | -5% | 0 | 13% | -20% |
| CC(=O)Nc1ccc(OS(=O)(=O)c2cc(Cl)ccc2C)cc1 | -1% | -4% | 40%[activator] | -9% | -1% | -10% | 3 | 0% | -12% |

Full records, quoted from the list. Screens in order: Pin1 inhibitor	mIDH1 inhibitor	HP1b binding inh	PGK inhibitor	GLS inh	TrxR1 substrate	PI4K2A block	rTrxR1 inhibitor	USP1 inh
Entry for `O=C(CCS(=O)(=O)c1nc(-c2cccs2)cc(C(F)(F)F)n1)Nc1ccc(OC(F)(F)F)cc1` = -1%	?	23%	-21%	6%	6%	-68*	-3%	14µM*
Entry for `Cn1c(=O)c(=O)n(C)c2cc(S(=O)(=O)NCCc3ccccc3)ccc21` = 0%	-6%	27%	-6%	1%	8%	-1	7%	-22%

Continuation:
| canonical_smiles | Pin1 inhibitor | mIDH1 inhibitor | HP1b binding inh | PGK inhibitor | GLS inh | TrxR1 substrate | PI4K2A block | rTrxR1 inhibitor | USP1 inh |
| --- | --- | --- | --- | --- | --- | --- | --- | --- | --- |
| NC(=O)c1ccccc1Nc1nc2nc3ccccc3c(=O)n2cc1Br | 17% | 5% | 0% | 5% | 2% | 4% | 4 | 13% | -18% |
| CC(NC(=O)/C=C/c1ccco1)c1nc2ccccc2n1Cc1c(Cl)cccc1Cl (stereo unspecified) | 23% | 0% | -5% | -1% | 13% | 8%[57.1 µM] | -7 | ? | -17% |
| Cc1ccc(-n2c3c(cc(C(=O)O)c2=O)C(=O)CC(C)(C)C3)cc1 | 0% | -10% | 40% | 11% | 14% | -4%[57.1 µM] | 6 | -2%[57.1 µM] | -1% |
| O=c1c2c3c(sc2nc2n1CCCC2)CCC3 | 0% | -2% | 24% | 7% | 7% | -2% | -2 | -10% | 5% |
| Cc1[nH]c2ccc(Br)cc2c(=O)c1CN1CCCCC1 | ? | -4% | 35% | 5% | · | 8% | -1 | 11% | -11% |
| COc1ccccc1CCNC(=O)CN1C(=O)c2ccccc2S1(=O)=O | 7% | -14% | 17% | -5% | 6% | -1%[57.1 µM] | 0 | -3%[57.1 µM] | -16% |
| c1ccc(N=Nc2cn[nH]c2-c2ccco2)cc1 | 4% | -2% | ? | 3% | 1% | -11% | 2 | -8% | -23% |
| COc1ccc(C(CNC(=O)CNC(=O)c2cc(OC)c(OC)c(OC)c2)N2CCOCC2)cc1 (stereo unspecified) | 4% | 2% | 43%[activator] | -2% | -2% | 1% | 2 | 13% | -27% |
| COc1cccc(-c2ccc(C#N)c(=O)[nH]2)c1 | 0% | 5% | 37% | i | 0% | 23%[57.1 µM] | -4 | -7%[57.1 µM] | -5% |
| C=CCN(C(=O)C1=NN(C2CCS(=O)(=O)C2)C(=O)CC1)c1nc(-c2ccc([N+](=O)[O-])cc2)cs1 (stereo unspecified) | 14% | -2% | 19% | 4% | 14% | 0% | -3 | 2% | -8% |
| CCOC(=O)CSc1ccc(-c2nc3ccccc3[nH]2)cn1 | 8% | 5% | 21% | -5% | 3% | 20% | -2 | 2% | -10% |
| O=C(c1ccc(S(=O)(=O)N2CCOCC2)cc1)N1CCN(c2ccccc2)CC1 | -8% | 10% | 14% | -4% | 20% | 7% | -19 | 20% | -5% |
| CC(C)CC(NS(=O)(=O)c1ccc2c(c1)oc(=O)n2C)C(=O)NCc1ccccc1Cl (stereo unspecified) | 1% | 7% | 12% | i | -12% | 5% | 2 | 36%[activator] | -9% |
| COc1ccc(F)cc1C(=O)C1CCCN(Cc2cccn2-c2cccnc2)C1 (stereo unspecified) | 0% | 15% | -7% | -6% | 0% | 0% | -8 | 10% | -8% |
| O=C(CCc1ccccc1)Nc1cc2c(cc1Cl)OCCO2 | -5% | 0% | 29% | -3% | 3% | -8% | 0 | 2% | 1% |
| Cc1ccc2nc(NS(=O)(=O)c3ccc(Cl)cc3)c(Nc3ccc(C(=O)O)cc3)nc2c1 | ? | -7% | 79%[activator] | -13% | -21% | 4% | -3 | -21% | ? |
| O=C(Nc1cccc(F)c1)N(Cc1ccc(Cl)cc1)CC(O)C(F)(F)F (stereo unspecified) | 1% | 1% | 99%[activator] | -6% | -9% | -16% | 0 | 8%[57.1 µM] | -15% |
